# High-throughput results: PubChem, National Center for Advancing Translational Sciences (NCATS)
# Rab9 prom act: activators of Rab9 promoter; 320,000 compounds, 2.8% hits; Huh7 Rab9 promoter-luciferase reporter, luminescence, 24 h; Potency, µM (top dose mostly 9.22 µM), inactives show top-dose activation, negative = inhibition, actives largely listed as activators; AID 485297; note: potency is the fitted concentration of half-maximal effect; % of control where 0% means no effect; nearly all actives have a fitted effect of over 60% in size
#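 Rab9 promoter-driven luciferase in stably transfected Huh7 cells; 1500 cells/well rested 2 h, exposed to compound in DMSO for 24 h at 37 °C, 5% CO2. Luminescence read 10 min after adding luciferase reagent at ambient temperature.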
# PKM2 act: PKM2 (human) enzyme activation | 260,000 compounds, 0.34% hits | P14618 | purified PKM2, Kinase-Glo ATP luminescence, activation; response scale: 0% is enzyme alone, no compound | Potency, µM (top dose mostly 57.5 µM), for inactives: at the highest dose activation, most hits filed as activators; note: potency is the fitted concentration of half-maximal effect; % is set by controls: 0 for no effect and ±100 for the full control effect; nearly all actives have a fitted effect of over 55% in size
# Target sequence (P14618 whole entry, looked up): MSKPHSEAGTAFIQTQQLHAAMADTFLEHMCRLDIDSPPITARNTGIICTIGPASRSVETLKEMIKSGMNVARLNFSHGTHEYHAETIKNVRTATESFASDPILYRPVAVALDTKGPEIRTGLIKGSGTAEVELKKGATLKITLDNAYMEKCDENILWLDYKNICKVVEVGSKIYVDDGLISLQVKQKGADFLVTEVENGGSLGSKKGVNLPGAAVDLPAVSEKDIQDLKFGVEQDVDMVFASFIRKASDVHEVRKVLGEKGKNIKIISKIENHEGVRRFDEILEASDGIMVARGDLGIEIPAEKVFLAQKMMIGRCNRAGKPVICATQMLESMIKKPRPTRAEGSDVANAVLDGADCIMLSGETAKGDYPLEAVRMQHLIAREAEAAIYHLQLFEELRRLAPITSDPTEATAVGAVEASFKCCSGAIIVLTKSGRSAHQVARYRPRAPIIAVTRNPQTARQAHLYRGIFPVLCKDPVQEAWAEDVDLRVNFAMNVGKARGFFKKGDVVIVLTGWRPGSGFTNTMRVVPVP
#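 Purified hPK-M2 (>95%) run at intermediate activity with 0.1 mM ADP and 0.5 mM PEP in 50 mM imidazole pH 7.2, KCl, MgCl2; 1 h room temperature. ATP formed read by Kinase-Glo luminescence; normalized to uninhibited and no-enzyme controls.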
# FLuc modulator: inhibits or activates purified firefly luciferase, miR-21 counter-screen; P08659; purified FLuc, Km substrates, luminescence inhibition; Potency, µM (doses to about 57.5 µM), inactives show at the highest dose activity change, negative = inhibition, actives largely listed as inhibitors; 360,000 compounds, 6.9% hits; AID 588342;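 note: potency is the fitted concentration of half-maximal effect; plate controls were vehicle for no effect and reference inhibitor for full effect; nearly all actives have a fitted effect of over 55% in size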
# Target sequence (P08659 whole entry, looked up): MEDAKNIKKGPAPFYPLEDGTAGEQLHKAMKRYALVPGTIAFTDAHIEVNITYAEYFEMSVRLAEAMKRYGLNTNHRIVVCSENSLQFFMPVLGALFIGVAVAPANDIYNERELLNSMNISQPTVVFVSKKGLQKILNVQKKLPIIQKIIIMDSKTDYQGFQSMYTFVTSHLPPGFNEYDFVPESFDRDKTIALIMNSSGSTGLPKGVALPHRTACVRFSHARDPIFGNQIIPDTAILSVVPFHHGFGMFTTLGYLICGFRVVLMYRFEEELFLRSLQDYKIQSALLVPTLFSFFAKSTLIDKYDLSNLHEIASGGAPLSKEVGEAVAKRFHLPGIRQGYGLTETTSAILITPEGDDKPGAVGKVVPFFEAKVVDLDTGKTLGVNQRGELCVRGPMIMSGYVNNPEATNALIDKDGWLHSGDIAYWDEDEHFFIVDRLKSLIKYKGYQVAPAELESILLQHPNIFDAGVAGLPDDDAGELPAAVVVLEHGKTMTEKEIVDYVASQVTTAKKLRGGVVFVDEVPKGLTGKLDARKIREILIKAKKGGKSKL
#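 Purified P. pyralis luciferase (10nM final) with 10uM D-luciferin and 10uM ATP (Km levels) in 50mM Tris acetate pH 7.5, 10mM Mg acetate, 0.01% Tween-20, 0.05% BSA; qHTS 6-point titration, ~60 µM downward; luminescence read.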
# VP16 counter: Gal4-VP16 reporter inhibition counter-screen; AID 2546; 310,000 compounds, 3.5% hits; Drosophila S2 Gal4-VP16 UAS-luciferase, luminescence, 20 h; Potency, µM (highest dose often 53.6 µM), for the others: at the top dose activity, negative = inhibition, actives largely listed as inhibitors;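 note: Gal4-VP16 expression switched on by copper sulfate through the metallothionein promoter; potency is the fitted concentration of half-maximal effect; % is set by controls: 0 for no effect and ±100 for the full control effect; nearly all actives have a fitted effect of over 50% in size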
# Menin MLL FP TR: inhibitors of human menin-MLL interaction, mutant MLL peptide; O00255; Menin + Texas Red MLL mutant peptide, fluorescence polarization; Potency, µM (series often up to 61.6 µM), for the others: at the top dose FP activity change, negative = inhibition, actives largely listed as inhibitors; 270,000 compounds, 0.23% hits; active = well fitted inhibition curve with a large enough effect in the polarisation, with a control signal flat, not every such curve was filed as active; inconclusive = small, poorly fitted or top-dose-only effect, or effect the other way, or a change in a side signal; inactive = no such curve, though single readings can be large or run the other way; the % refers to the polarisation; note: potency is the fitted concentration of half-maximal effect; % of control where 0% means no effect; many of its hits are not listed in these tables
# RORg inh: inhibitors of mouse ROR gamma transcriptional activity | P51450 | Drosophila S2 Gal4-RORgamma UAS-luciferase reporter, 20 h | Potency, µM (top dose mostly 53.6 µM), inactives show top-dose activity change, negative = inhibition, actives largely listed as inhibitors | 310,000 compounds, 5.4% hits; note: potency is the fitted concentration of half-maximal effect; % is set by controls: 0 for no effect and ±100 for the full control effect; nearly all actives have a fitted effect of over 60% in size
#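 Luciferase reporter read in Schneider cells carrying Gal4-RORγ (mouse) and UAS-Photinus luciferase; cells given compound 1 h before 700 uM copper sulfate induction, then incubated 20 h at ambient temperature.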
# NPC1 promoter act: NPC1 promoter activation | Huh7 NPC1 promoter luciferase reporter, 24 h | Potency, µM (highest dose often 9.22 µM), for inactives: top-dose activation, actives largely listed as activators | 320,000 compounds, 2.4% hits | AID 485313;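 note: potency is the fitted concentration of half-maximal effect; % of control where 0% means no effect; nearly all actives have a fitted effect of over 60% in size; reporter is driven by a mutant NPC1 promoter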
#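 Stable NPC1-promoter luciferase Huh7 line; cpd (DMSO) 24 h, 37 °C, 5% CO2; Amplite luciferase reagent 10 min RT; luminescence readout. qHTS format.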
# ELG1 DNA repair: blocks ELG1-dependent DNA repair in HEK293T cells. HEK293T ELG1-luciferase reporter, luminescence, 16 h; DNA damage induced by 5-fluorouridine. Potency, µM (highest dose often 46.1 µM), for inactives: at the highest dose activity change, negative = inhibition, hits mostly inhibitors. 330,000 compounds, 2.3% hits; note: potency is the fitted concentration of half-maximal effect; % is set by controls: 0 for no effect and ±100 for the full control effect; nearly all actives have a fitted effect of over 55% in size
#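 DMSO vehicle served as the neutral condition. Each well held 2,000 cells given 5-fluorouridine plus compound; after 16 hr at 37 °C/5% CO2, ONE-Glo was added and luciferase measured 30 min later.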
# KCNH2 3.1 inh: inhibitors of human KCNH2 3.1 potassium channel isoform; U2OS KCNH2 3.1, thallium flux FluxOr; active compounds read low; activity change, % (tested at about 1.8 µM); 340,000 compounds, 0.95% hits;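 active = maximum activity change below -70%; inconclusive = maximum activity change from -70% to -50%; inactive = maximum activity change above -50%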;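 note: thallium influx rate constant from kinetic fluorescence after stimulation buffer; % is set by controls: 0 for no effect and ±100 for the full control effect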
#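 Thallium flux via FluxOr fluorescence (Red40 quencher, 45 min loading) in U2OS cells virally expressing the KCNH2 3.1 isoform (1.77 x 10^8 /mL virus, overnight at 37 C). Rate constants from 2-min kinetic reads post-stimulation, normalised to positive and negative controls.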
# Mito fusion yeast: inhibitors of mitochondrial division or activators of mitochondrial fusion; S. cerevisiae fusion-defective mutant growth rescue, CellTiterGlo 48 h; Potency, µM (top dose mostly 46.1 µM), for the others: at the highest dose growth rescue (activation), usual class: activators; 320,000 compounds, 0.23% hits; AID 485298;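 note: potency is the fitted concentration of half-maximal effect; % of control where 0% means no effect; nearly all actives have a fitted effect of over 45% in size; temperature-sensitive fusion mutants such as fzo1-1 at 37 °C on non-fermentable ethanol glycerol medium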
#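 Compounds are tested for their ability to restore growth of mitochondrial fusion-defective yeast strains at non-permissive 37C in YPEG medium over 48 hours. Viability is quantified by luciferase luminescence.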
# MBNL1 CUG block: MBNL1-poly(CUG) RNA binding inhibition | Q9NR56 | TR-FRET MBNL1-His/biotin-(CUG)12 binding, 665/545 ratio | Potency, µM (titrated, usually from 57.5 µM), for the others: top-dose activity change, negative = inhibition, actives largely listed as inhibitors | 280,000 compounds, 0.036% hits; active = well fitted inhibition curve with a large enough effect in the signal ratio, with a control signal flat, not every such curve was filed as active; inconclusive = small, poorly fitted or top-dose-only effect, or effect the other way, or a change in a side signal; inactive = no such curve, though single readings can be large or run the other way; the % refers to the signal ratio; note: potency is the fitted concentration of half-maximal effect; % is set by controls: 0 for no effect and ±100 for the full control effect
#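 Inhibition of protein-RNA binding appears as loss of TR-FRET between terbium anti-His antibody on MBNL1-His and streptavidin-XL665 on biotin-(CUG)12. Activity is normalized to buffer-only and uninhibited-complex controls.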
# Starred values were filed as active, the others as inactive; u = inconclusive; x = no result given; & = joins results of further samples; [ ] = dose if it differs, or a comment. Unless noted, calls come from the whole dose curve; as a rule, active = well fitted curve in the direction sought with a large enough effect; inconclusive = small, poorly fitted or top-dose-only effect, or another doubt; inactive = no such curve, though single readings can be large; an effect the other way counts as inactive or inconclusive. A portion of the library; rates above refer to the full screens.
cpd	smiles	Rab9 prom act	PKM2 act	FLuc modulator	VP16 counter	Menin MLL FP TR	RORg inh	NPC1 promoter act	ELG1 DNA repair	KCNH2 3.1 inh	Mito fusion yeast	MBNL1 CUG block
1	COC(=O)C1CCN(C(=O)COC(=O)CC(NC(N)=O)c2ccc(Cl)cc2)CC1 (stereo unspecified)	0%	2%	8%	-5%	4%	7%	-13%	-3%	3	-6%	-9%
2	COCCn1c(C)cc(C(=O)COC(=O)C23CC4CC(CC(O)(C4)C2)C3)c1C	0.35µM*	0%	1.5µM*	u	-3%	u	0.35µM*	u	17	0%	-16%
3	O=C(NCc1nnnn1-c1ccc(F)c(F)c1)c1ccc2c(c1)OCO2	-2%	x	4%	x	x	x	-2%	-3%	-18	1%	x
4	CN(C)c1nc2c(c(=O)[nH]c(=O)n2C)n1CCCc1ccccc1	3%	0%	-2%	4%	-10%	20%	0%	-1%	-12	0%	-3%
5	CCC(=O)Oc1ccc(C(=O)Nc2cccc(C(=O)NC(C)(C)C)c2)cc1	0%	-14%	11µM*	5%	8%	36%	-1%	-16%	-10	3%	0%
6	CS(=O)(=O)c1ccc(S(=O)(=O)N2CCC(CO)(CCCc3ccccc3)CC2)cc1	0%	-5%	1%	x	7%	x	0%	u	-6	1%	4%
7	Cc1[nH]c2ccccc2c1/C=C/C(=O)c1ccncc1	-3%	-17%	-6%	-18%	x	12%	11%	11%	2	-14%	u
8	N#Cc1c(N)nc2c3c(sc(=N)c2c1N)NC(=O)CC3c1c(F)cccc1Cl (stereo unspecified)	-1%	-4%	-2%	-11%	u	u	3%	8%	1	5%	u
9	CNC(=O)NNC(=O)c1nc(-c2ccccc2)c(C)o1	-4%	4%	-4%	-4%	x	5%	2%	-5%	-4	-2%	x
10	CS(=O)(=O)Nc1cccc(C2=NN(S(=O)(=O)c3ccccc3)C(c3ccco3)C2)c1 (stereo unspecified)	1%	22µM*	-16%	23%	u	u	1%	-16%	-3	2%	5%
11	Cc1cccc(-c2nnc(SCC(=O)Nc3ncccn3)n2C)c1	0%	3%	-2%	5%	0%	-4%	0%	-2%	4	-6%	-2%
12	COc1ccc2nc(NC(=O)C3COc4ccccc4O3)sc2c1 (stereo unspecified)	3.2µM*	-12%	3µM*	-51%	10%[11.7 µM]	u	1.6µM*	u	-15	5%	-3%
13	Cc1ccc(C(=O)NCC(=O)Nc2ccncc2)s1	-4%	3%	1%	-2%	x	0%	-4%	-8%	-1	3%	-3%
14	COc1cccc(/C=C/C2=CC(C)(C)NC(=S)N2)c1	15%	6%	-15%	5µM*	-5%	1.3µM*	1%	-13%	0	-1%	-8%
15	COc1ccc(-n2nnnc2-c2cccnc2)cc1	-3%	-2%	-1%	8%	-2%	-20%	-1%	0%	-20	-4%	1%
16	CCN(C(=O)COC(=O)c1ccccc1Cc1ccccc1)C1CCS(=O)(=O)C1 (stereo unspecified)	1%	x	3%	x	x	x	0%	16%	-15	-6%	x
17	O=C(Nc1nc(-c2ccc(S(=O)(=O)N3CCCC3)cc2)cs1)c1cccs1	-25%	9%	1%	13%	u	17%	-7%	8.2µM*	-26	29%	21%
18	COCCNC(=O)CN(C(=O)CCC(=O)Nc1ccccn1)c1ccccc1F	26%	0%	2%	4%	1%	11%	-3%	10%	-14	9%	x
19	CCOCCCNC(=O)c1ccc(Cn2c(=O)[nH]c3ccsc3c2=O)cc1	1%	3%	-1%	12%	0%	4%	1%	-11%	12	8%	-2%
20	COc1ccccc1NS(=O)(=O)c1cccc(C(=O)NCC(C)(C)N2CCOCC2)c1	-1%	-2%	1%	-9%	x	-43%	-2%	0%	12	2%	-2%
21	Cc1ccccc1NC(=O)OCCN1CCN(Cc2ccccc2)CCC1=O	-6%	0%	1%	0%&28%	-1%&-12%	0%&6%	0%	-2%	3	0%	-14%
22	COC(=O)C1=CN(C)C=C(C(=O)OC)C1c1ccsc1	0%	1%	-1%	7%	13%	-32%	3%	-1%	-4	4%	11%
23	O=C(c1ccc(Cl)cc1)N1CCN(c2ccnc3cc(Cl)ccc23)CC1	-12%	0%	-1%	25µM*	u	u	-10%	u	-87*	1%	4%
24	Cc1ccc(C(=O)NC(=S)Nc2ccccc2C(F)(F)F)cc1	15%	-2%	u	u	10%	4.5µM*	-3%	16%	-6	-10%	-1%
25	COc1cccc(-n2nnnc2SCC(=O)NC2CCCCC2)c1	15%	x	-1%	u	x	u	4%	10%	3	11%	3%

# Four entries already listed, ordered by length of the SMILES, falling.
cpd	smiles	Rab9 prom act	PKM2 act	FLuc modulator	VP16 counter	Menin MLL FP TR	RORg inh	NPC1 promoter act	ELG1 DNA repair	KCNH2 3.1 inh	Mito fusion yeast	MBNL1 CUG block
20	COc1ccccc1NS(=O)(=O)c1cccc(C(=O)NCC(C)(C)N2CCOCC2)c1	-1%	-2%	1%	-9%	x	-43%	-2%	0%	12	2%	-2%
8	N#Cc1c(N)nc2c3c(sc(=N)c2c1N)NC(=O)CC3c1c(F)cccc1Cl (stereo unspecified)	-1%	-4%	-2%	-11%	u	u	3%	8%	1	5%	u
16	CCN(C(=O)COC(=O)c1ccccc1Cc1ccccc1)C1CCS(=O)(=O)C1 (stereo unspecified)	1%	x	3%	x	x	x	0%	16%	-15	-6%	x
25	COc1cccc(-n2nnnc2SCC(=O)NC2CCCCC2)c1	15%	x	-1%	u	x	u	4%	10%	3	11%	3%

# Next part
cpd	smiles	Rab9 prom act	PKM2 act	FLuc modulator	VP16 counter	Menin MLL FP TR	RORg inh	NPC1 promoter act	ELG1 DNA repair	KCNH2 3.1 inh	Mito fusion yeast	MBNL1 CUG block
26	N#CC(c1ccc(Cl)cc1)(c1ncc(C(F)(F)F)cc1Cl)N1CCOCC1 (stereo unspecified)	0%	-1%	-1%	-4%	x	-2%	0%	-3%	-3	-6%	-9%
27	COC(=O)C1C(O)=C(C=NCC(C)N=CC2=C(O)C(C(=O)OC)C(C)(C)CC2=O)C(=O)CC1(C)C (stereo unspecified)	5%	-2%	5%	-6%	20%	-39%	-1%	u	6	-1%	-10%
28	O=C(Nc1cccc(C(F)(F)F)c1)Nn1cnnc1	1%	1%	-1%	1%	-6%	7%	-3%	1%	17	0%	u
29	CC(C)c1nc2c(s1)CCc1onc(-c3cccc([N+](=O)[O-])c3)c1-2	-1%	x	2%	x	x	x	6%	2%	-6	6%	x
30	COc1ccc(Nc2nc(N)c([N+](=O)[O-])c(N3CCN(C)CC3)n2)cc1	-1%[1.84 µM]	x	3%	-7%	5%	-19%	-2%	0%	-6	3%	u
31	CCN(CC(=O)NCc1ccc(F)cc1)C(=O)C1CCN(C(=O)Nc2ccccc2)CC1	10%	-8%	-9%	15%	-13%	43%	0%	12%	5	2%	-2%
32	CCOC(=O)N1CCC(N2Cc3cccc(C(=O)NCc4ccccn4)c3C2=O)CC1	-1%	3%	2%	-3%	9%[11.7 µM]	-17%	0%	1%	9	-2%	4%
33	O=C(Nc1ccc(F)cc1)Nc1nnc(-c2ccncc2)s1	-13%	3%	-12%	6%	-19%	12%	-3%	u	13	7%	-3%
34	CC1CCCC/C1=N\NS(=O)(=O)c1ccc(Br)cc1 (stereo unspecified)	-1%	-1%	-17%	1%	1%	11%	1%	0%	7	-6%	-8%
35	COc1cc(C#Cc2c(-c3cncn3C)n(C)c3ccc(-c4cnc(OC)nc4)cc23)cc(OC)c1	-3%	x	u	x	x	x	-5%	u	-1	u	x
36	COc1ccc(C(=O)N/N=C/c2ccc(OC(=O)c3cccs3)cc2)cc1	-4%	-1%	0%	3%	-29%	-40%	5%	u	-33	5%	1%
37	CC(CCc1ccccc1)NC(=O)c1cc2sccc2n1C (stereo unspecified)	3%	0%	-4%	-5%	5%	-2%	9%	13%	-11	18%	-3%
